PKA-R1A activ = PKA-R1A complex activation; 340,000 compounds, 0.083% hits; activation, % at 11.4 µM; PKA-R1A dissociation, Cy5-IP20 fluorescence polarization; scaled: DMSO 0%, 113 µM cGMP 100%;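 active = percent activation above the mean of all tested compounds plus 3 SD, cut at about 19% in these data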;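 also: higher means more PKAc released from R1A so a rise in polarization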
E coli growth = counter-screen for AddAB inhibitors: E. coli growth inhibition. E. coli V3065 growth, OD600 absorbance, 18 h. inhibition, % at 11.9 µM. 330,000 compounds, 0.27% hits;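 active = inhibition above the campaign's mean inhibition across all tested compounds plus 3 SD, cut at about 9.9% in these data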;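 also: uninfected addAB+ strain grown without phage in ampicillin broth; 0% = DMSO wells and 100% = ciprofloxacin 0.95 µg/ml wells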
PfHsp90 yeast 2 = reduces growth (ATP signal) of yeast expressing P. falciparum Hsp90; AID 504621; inhibition, % at 9.4 µM; S. cerevisiae expressing PfHsp90, BacTiter-Glo ATP, 48 h; yeast lacking PDR1 and PDR3 efflux regulators; 310,000 compounds, 0.32% hits;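 active = every replicate shows inhibition above about 80%, whatever the replicate mean, limit read from the data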;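 also: 0% = DMSO neutral controls and 100% = 20 µM radicicol positive controls; yeast relying on Plasmodium falciparum Hsp90 in place of its own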
OPRM1-OPRD1 inv = inverse agonists of human mu-delta opioid receptor heterodimerization | inhibition, % at 9.3 µM | cell-based MOR-DOR heterodimer luminescence, inverse agonism | 340,000 compounds, 0.21% hits | P35372+P41143; in the data active = inhibition above about 22%, passing the limit was not always enough;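 also: 0% = cells with DMSO and 100% = wells without cells with DMSO; values of inactives mirror those of a sister screen read the other way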
OPRM1-OPRD1 ag = agonists of human mu-delta opioid receptor heterodimerization. P35372+P41143. cells, OPRM1-OPRD1 heterodimerization, luminescence. activation, % at 9.3 µM. 340,000 compounds, 0.3% hits; in the data active = activation above about 18%;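 also: 0% = vehicle-treated cells and 100% = reference agonist; values of inactives mirror those of a sister screen read the other way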
phage Ecoli inh = E. coli growth loss with phage present; growth absorbance; inhibition, % at 11.9 µM; 360,000 compounds, 0.26% hits; in the data active = inhibition above about 11%
Tat transport = E. coli Tat transport inhibition; 340,000 compounds, 0.036% hits; AID 488895; E. coli MC4100 TorA-mCherry Tat export, fluorescence; inhibition, % at 10 µM;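 active = mean replicate inhibition at least 50% and at least half of replicates individually reaching 50%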;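 also: exported cargo escapes ClpAP degradation while cytoplasmic cargo is degraded and loses fluorescence; 0% = median of neutral control wells and 100% = median of NaSCN control wells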
DSG3 Ab inh = blocks pemphigus antibody binding to human desmoglein-3 | P32926 | DSG3-coupled beads, scFv-anti-DSG3-GFP binding, flow cytometry; hits give low values | binding (percent of control), % at 10 µM | 310,000 compounds, 0.48% hits;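 active = binding more than 3 SD below its plate's average and above zero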;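 also: hits lower antibody fragment binding to DSG3; some compounds called inactive have numbers as strong as hits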
Target sequence (P32926 whole entry, looked up, the tested form may be a part): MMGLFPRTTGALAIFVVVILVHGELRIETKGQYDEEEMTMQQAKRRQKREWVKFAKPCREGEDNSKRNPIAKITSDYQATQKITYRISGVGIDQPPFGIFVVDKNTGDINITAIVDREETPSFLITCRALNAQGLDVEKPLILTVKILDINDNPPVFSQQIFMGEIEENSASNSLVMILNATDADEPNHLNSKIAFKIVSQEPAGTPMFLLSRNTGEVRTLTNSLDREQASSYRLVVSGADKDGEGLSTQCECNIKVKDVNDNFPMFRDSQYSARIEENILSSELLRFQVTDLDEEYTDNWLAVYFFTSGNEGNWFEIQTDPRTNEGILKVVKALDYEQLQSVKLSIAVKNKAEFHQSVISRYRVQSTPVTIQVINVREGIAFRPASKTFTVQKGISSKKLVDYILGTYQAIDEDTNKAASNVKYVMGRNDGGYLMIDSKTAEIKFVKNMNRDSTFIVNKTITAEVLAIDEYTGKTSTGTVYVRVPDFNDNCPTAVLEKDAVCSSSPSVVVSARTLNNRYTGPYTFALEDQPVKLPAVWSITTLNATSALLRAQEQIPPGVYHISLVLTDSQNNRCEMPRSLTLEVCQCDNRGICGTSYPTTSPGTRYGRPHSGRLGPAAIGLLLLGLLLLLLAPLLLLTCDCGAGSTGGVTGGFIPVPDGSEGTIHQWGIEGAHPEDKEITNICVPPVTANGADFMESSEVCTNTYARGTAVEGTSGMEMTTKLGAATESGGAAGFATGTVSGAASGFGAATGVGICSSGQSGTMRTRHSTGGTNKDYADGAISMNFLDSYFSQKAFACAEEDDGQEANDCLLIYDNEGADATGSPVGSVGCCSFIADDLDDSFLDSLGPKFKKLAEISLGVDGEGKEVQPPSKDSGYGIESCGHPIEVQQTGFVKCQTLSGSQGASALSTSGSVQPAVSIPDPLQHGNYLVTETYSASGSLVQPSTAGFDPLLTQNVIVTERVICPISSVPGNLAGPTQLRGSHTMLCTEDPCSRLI
Arr AP2 block = blocks beta-arrestin peptide binding to AP2 adaptin. FITC-arrestin peptide / GST-AP2 beads, flow cytometry; AP2 beta2 appendage carries R879A mutation. inhibition, % at 10 µM. 340,000 compounds, 0.31% hits;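 active = inhibition above a set limit, near 3 SD of compounds lacking own fluorescence, cut at about 54% in these data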;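 also: plate controls were DMSO wells for no effect and 5 µM unlabelled arrestin peptide for full effect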
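Material – GST-tagged AP2 beta2-adaptin appendage (R879A) on 4 µm glutathione beads · Probe or stimulus – fluorescein-tagged arrestin peptide at 50 nM final · Timing – 12 min plus 1 h, RT · Detection – bead flow cytometry, FITC channel · Read-out basis – inhibition as reduced fluorescein signal on beads, percent · Medium – PBS plus Tween 20 (0.05%) and BSA (0.1%)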
AddAB inh = less growth of phage-infected E. coli with AddAB; E. coli expressing H. pylori AddAB, absorbance growth; inhibition, % at 11.9 µM; 330,000 compounds, 0.29% hits; AID 435030; in the data active = inhibition above about 12%;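 also: 0% = vehicle wells of infected cells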
SUMO Mot1 rescue = blocks SUMOylation pathway, rescuing yeast Mot1-301 growth; S. cerevisiae Mot1-301 growth rescue, ATP luminescence, 38.5C; percent above DMSO median, 100 means doubled; growth rescue, % at 18.8 µM; 320,000 compounds, 1% hits; AID 2716;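 active = every valid replicate shows activation above 250% relative to neutral control wells; inactive = the rest, any valid replicate at or below 250%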;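 also: OY570 slx delta 5 strain wells were the positive control but not used for scaling; some compounds called inactive have numbers as strong as hits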
Starred values were filed as active, the others as inactive; i = inactive; x = not tested or not shown.

SMILES	PKA-R1A activ	E coli growth	PfHsp90 yeast 2	OPRM1-OPRD1 inv	OPRM1-OPRD1 ag	phage Ecoli inh	Tat transport	DSG3 Ab inh	Arr AP2 block	AddAB inh	SUMO Mot1 rescue
COc1ccc(C(=O)NCc2ccc(-c3nc4ccccc4s3)cc2)cc1OC	4	-0.6	15	-3	0.5	-1.1	-12	109	-6	0.7	5
CSc1nc(Oc2cccc(C(F)(F)F)c2)cc(C(F)(F)F)n1	-1	-0.6	4	3	-0.7	-0.2	-2	116	7	3.4	4
CCOc1ccccc1NC(=O)CCc1c(C)nn(-c2ccc(N3CCCCC3)nn2)c1C	9	-1.4	8	-12	2.5	3.0	4	101	-9	2.4	14
CCCOC(=O)CCCCC1SCC(NC(=O)OC)C1NC(=O)OC (stereo unspecified)	6	2.1	-23	4	-0.8	0.5	-4	97	0	-0.5	93
CCOC(=O)C1=C(C)N=C2c3ccccc3C(=O)C2C1c1ccccc1 (stereo unspecified)	-2	-1.5	-158	-12	2.1	2.5	13	97	5	-0.2	179
COc1ccc(/C=C(\NC(=O)c2ccc(C)cc2)C(=O)Nc2ccc(C(=O)O)cc2)cc1	-11	1.0	-8	4	-0.8	2.4	-3	112	-17	0.8	16
O=C(COC(=O)Cn1[nH]c(=O)c2ccccc2c1=O)NNC(=O)c1ccc(Br)cc1	0	-1.2	x	6	-1.5	1.5	3	100	-4	-0.3	x
CCCC(C(=O)Nc1ccc2c(C)cc(=O)oc2c1)c1ccccc1 (stereo unspecified)	6	0.8	-1	-7	1.0	3.8	-4	104	-2	-1.3	82
Cc1ccccc1C1CC(c2cccs2)=NN1S(C)(=O)=O (stereo unspecified)	-2	0.0	-4	3	-0.7	5.0	-7	136	8	3.0	-11
Cc1cc(C)cc(NC(=O)COc2coc(CN3CCc4ccccc4C3)cc2=O)c1	2	1.1	-24	-94	15	0.9	-1	101	0	0.3	-7
COC(=O)c1cccnc1-n1c(=O)c2cccnc2n(Cc2cccc([N+](=O)[O-])c2)c1=O	-4	-1.2	-4	12	-2.3	0.8	5	97	-2	2.8	-4
COc1ccc(/C=N/NC(=O)CNC(=O)c2ccc(S(=O)(=O)N3CCCC3)cc2)c(OC)c1	-1	1.8	3	7	-1.0	1.5	-4	105	0	-0.8	-8
Cc1cc(C)n(C(=O)c2ccc(S(=O)(=O)N3CCCC3)cc2)n1	-1	-2.2	-14	10	-2.4	2.3	-7	x	-4	3.0	i
COc1nnc(-c2ccc(N3CCOCC3)c(NC(=O)C3CCCCC3)c2)c2ccccc12	3	-0.5	-10	13	-2.3	1.9	5	104	12	0.4	-6
COc1cccc(CNc2ncc(C(=O)Nc3cc(OC)c(OC)c(OC)c3)c(C)n2)c1	-9	-0.2	-7	-7	1.5	-0.1	0	99	-19	0.4	-6
CCCn1c(SCCc2ccccc2)nc2c1c(=O)[nH]c(=O)n2C	-4	-0.6	-2	-2	0.6	0.9	5	x	-11	1.1	7
O=C(CNCCC1=CCCCC1)Nc1ccccc1N1CCCCC1	-5	0.3	8	-15	2.8	0.2	7	93	14	0.3	-10
COc1ccc(C(=O)NNC(=O)C2(C)CC2(Br)Br)cc1 (stereo unspecified)	-6	-2.3	7	7	-1.4	0.8	-6	x	-14	2.2	3
Cc1ccc(C(=O)N2CCN(c3ccc(NC(=O)CSc4ccc(Cl)cc4)cc3)CC2)cc1	-4	1.0	-38	11	-1.8	2.4	-3	104	7	3.6	5
COc1ccc(/C=N/NC(=S)NCCc2ccccc2)cc1	-1	1.1	-42	-1	0.2	0.9	5	107	8	0.1	16
CC1(C)C(=O)Nc2ccccc2N1C(=O)COC(=O)c1cccnc1	-4	-0.9	-24	-1	0.3	0.7	-1	x	-10	-2.0	-16
Cc1onc(-c2ccccc2)c1C(=O)N/N=C(\N)COc1ccc(Cl)cc1	13	-5.3	32	-7	1.4	0.8	-3	x	-7	-3.2	-8
COc1ccc(NC(=O)CCN=C2NS(=O)(=O)c3ccccc32)cc1S(=O)(=O)N(C)C	6	0.7	-25	19	-4.7	0.7	3	99	31	0.2	-3
CCOc1ncccc1C(=O)OCC(=O)c1ccc(Cl)s1	-2	0.2	3	23	-4.5	-0.2	-5	100	3	3.6	-17
N#Cc1c(/N=C/c2cc3ccccc3s2)sc2c1CCC2	-12	-0.9	4	-18	3.0	1.2	-5	x	8	2.2	-14
CC(=O)NC1=NN(C(C)=O)C(c2ccccn2)S1 (stereo unspecified)	5	2.4	4	4	-0.8	1.4	-1	93	15	4.6	4
O=C(Cn1ccc(NC(=O)OCc2ccccc2)nc1=O)NCCCc1ccccc1	4	-0.4	6	7	-1.3	1.8	4	103	-8	0.8	-12
CCC(C(=O)NCc1ccccc1OC)c1ccccc1 (stereo unspecified)	-6	1.4	-11	7	-1.2	2.2	-2	109	26	1.8	-20
COc1ccc(Nc2nnc(-c3ccc(C)cc3)c3ccccc23)cc1C(=O)N1CCCCC1	-4	-3.3	-10	-7	0.9	1.9	5	90	0	2.0	10
Fc1cccc(Cl)c1CNCCCSc1ncccn1	-13	-0.2	-6	3	-0.7	0.9	4	98	-15	2.8	3
CC(C)CN(CCCNC(=O)CN1C(=O)COc2ccc(S(=O)(=O)N3CCC(C)CC3)cc21)CC(C)C	13	0.2	-17	19	-3.6	-0.5	2	101	-16	1.9	-11
Cc1ccc(OCCN2C(=O)OC(C)(C)C2(C)O)cc1 (stereo unspecified)	9	-3.7	x	11	-2.1	4.7	2	92	5	-1.3	12
O=C(C[n+]1cc(Br)cc(Br)c1)c1ccc(Cl)cc1	-10	0.6	13	15	-3.4	1.7	3	96	6	0.2	-3
CCCNC(=O)c1noc2c1CCc1ccccc1-2	1	0.5	11	1	-0.2	-1.0	-6	94	-13	1.8	13
CN(C)C(=O)COC(=O)c1ccccc1Nc1ccc(SC(F)F)cc1	-1	-1.6	13	14	-3.1	5.5	6	163	x	-1.0	6
O=C(c1ccc(S(=O)(=O)N2CCCCCC2)cc1)N1CCC(CN2C(=O)c3cccc4cccc(c34)C2=O)CC1	1	-0.8	-17	1	-0.2	3.1	1	102	-8	1.4	82
O=S1(=O)CCOC[C@H](CC2CCCCC2)N1Cc1cccc(C(F)(F)F)c1	6	0.6	1	-61	11	4.0	26	117	6	3.6	36
Cc1cnc(NC2=NCCC2)s1	-2	-0.3	-23	23	-4.5	4.0	2	84	8	-0.1	-3
CC(=Nc1ccccc1)C1=C(O)CSC1=O	-3	0.7	6	-1	0.2	-1.4	1	91	0	1.9	20
CCN1CCN(Cc2nc3c(c(=O)n(C)c(=O)n3C)n2Cc2cccc3ccccc23)CC1	-4	0.6	14	17	-2.9	1.1	1	104	-4	0.3	0

Sorted by the number under Tat transport (largest number first): some entries from above
molecule | PKA-R1A activ | PfHsp90 yeast 2 | OPRM1-OPRD1 inv | OPRM1-OPRD1 ag | phage Ecoli inh | Tat transport | DSG3 Ab inh | Arr AP2 block | AddAB inh | SUMO Mot1 rescue
Cc1cnc(NC2=NCCC2)s1 | -2 | -23 | 23 | -4.5 | 4.0 | 2 | 84 | 8 | -0.1 | -3
CCN1CCN(Cc2nc3c(c(=O)n(C)c(=O)n3C)n2Cc2cccc3ccccc23)CC1 | -4 | 14 | 17 | -2.9 | 1.1 | 1 | 104 | -4 | 0.3 | 0
N#Cc1c(/N=C/c2cc3ccccc3s2)sc2c1CCC2 | -12 | 4 | -18 | 3.0 | 1.2 | -5 | x | 8 | 2.2 | -14

(next part)
SMILES	PKA-R1A activ	E coli growth	PfHsp90 yeast 2	OPRM1-OPRD1 inv	OPRM1-OPRD1 ag	phage Ecoli inh	Tat transport	DSG3 Ab inh	Arr AP2 block	AddAB inh	SUMO Mot1 rescue
CCOc1cccc(/C=C/C(=O)O)c1	2	-0.8	x	6	-1.3	1.5	4	120	5	0.8	-8
Cc1ccc(S(=O)(=O)N2C3C=CC(C3)C2C(=O)O)cc1 (stereo unspecified)	-2	-2.8	-31	8	-1.5	1.8	10	107	-1	4.0	202
CN(C(=O)c1cccc(NC(=O)Cc2cccc(NC(=O)C3CCCN(C(=O)C4CCC4)C3)c2)c1)C1CC1 (stereo unspecified)	-10	x	3	-4	0.8	2.8	4	102	5	x	x
O=C1c2ccccc2NC(c2cccc([N+](=O)[O-])c2)N1O (stereo unspecified)	0	6.9	-5	9	-2.1	3.6	-1	109	-8	4.5	-9
Cc1ccc(C(=O)Oc2oc(-c3ccco3)nc2C=Nc2ccc(Cl)cc2)cc1	-9	0.8	13	5	-1.0	5.0	6	102	23	3.2	18
Cc1cc(C)cc(OCCNC(=O)c2ccc(Br)cc2)c1	1	1.3	-2	-37	8.3	3.9	-5	102	17	2.1	-4
COc1ccc(CC(=O)N2CCc3ccccc32)cc1	-10	2.0	-15	15	-3.4	0.2	1	x	18	4.3	-4
COc1ccc(CCn2c(C)cc(C(=O)CN3C(=O)C(=O)N(C4CCCC4)C3=O)c2C)cc1OC	-4	x	18	24	-4.6	3.2	18	98	-5	x	x
O=C(NC(Cc1c[nH]c2ccccc12)C(=O)O)c1ccc(F)cc1 (stereo unspecified)	4	-0.7	2	9	-1.8	3.4	-2	109	-6	-0.8	-16
CCn1c(C(C)C)n[nH]c1=S	-2	0.5	-16	14	-3.0	4.3	-2	106	-2	2.1	-13
Cc1nnc(N2CCC(C(=O)N3CCCCCC3)CC2)c2nn(-c3ccc(Cl)cc3)c(C)c12	-8	-0.2	-4	9	-1.6	2.7	4	99	27	1.2	4
O=C(Cn1cc2c(n1)CCCCC2)N1CCc2ccccc21	3	0.3	x	7	-1.4	3.0	7	108	27	3.0	-19
CCC(=O)Nc1c2c(nn1-c1ccc(F)cc1)CS(=O)(=O)C2	6	-2.7	1	18	-3.9	1.7	0	104	2	0.0	180
O=S1(=O)CC(O)C(NCCO)C1 (stereo unspecified)	-6	0.2	-1	11	-1.9	3.1	2	107	15	3.1	23
COc1ccc(C(=O)COC(=O)Cn2c(C)csc2=O)c(OC)c1	13	-2.4	x	11	-2.1	5.3	-1	99	-1	0.0	-15
COC(=O)C1=C(C)N=C2SC(C)C(=O)N2C1/C=C/c1ccccc1OC (stereo unspecified)	-9	2.5	-98	0	-0.1	2.9	6	91	16	1.2	-10
COC(=O)c1ccc(NC(=O)Nc2ccccc2C)cc1	0	-0.6	8	-15	2.6	5.6	11	108	-1	1.7	-16
COc1ccc(CN2C(=O)c3cccnc3C2=O)cc1S(=O)(=O)N1CC(C)CC(C)C1 (stereo unspecified)	2	-1.4	-1	-3	0.5	2.4	1	x	-5	-0.3	-10
CC(=O)COc1ccc2cc(-c3ccccc3)c(=O)oc2c1	-21	-1.0	-3	8	-1.6	-1.0	-8	106	1	1.0	6
CSc1cccc(NC(=O)CN(Cc2ccc(Cl)cc2)S(C)(=O)=O)c1	-8	-0.2	-1	-4	0.7	0.4	1	101	0	1.4	7
